Dynein cargo inh = inhibitors of GR-EGFP nuclear translocation, primary screen, dynein cargo transport inhibitor project, imaging, high-content, 3617.4 mouse cells; test concentration mostly 20 µM; stimulated with dexamethasone, 1 µM; stronger effect = lower value; z-score, hits read low; 0.47% of 220,000 active; AID 1381, 2008;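 active = plate z-score of nuclear minus cytoplasmic receptor signal below a set negative limit, without overly bright fluorescence or cell loss, cut at about -3.5 in these data, passing the limit was not always enough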;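 note: z-score of nuclear minus cytoplasmic ring GR-EGFP intensity difference per well; some compounds called inactive have numbers as strong as hits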
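Medium: Induction medium lacking tetracycline, stripped serum | Probe or stimulus: 1.0 µM final dexamethasone stimulus | Schedule: 48 h induction, then 1 h compound, then 30 min agonist, 37 °C | Signal: Automated 10x imaging of fixed Hoechst-stained cells | Evaluation: Per-cell GR-EGFP intensity, nucleus versus surrounding cytoplasmic ring, well-averaged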
bCat nuc transl = modulators of beta-catenin nuclear translocation, primary screen, imaging, HeLa cells, immunofluorescence, high-content; nuclear translocation activity, % at 5 µM; 0.3% of 190,000 active;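 active = nuclear translocation activity above 50% at 5 µM, with a well cell count of 50 or more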;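 note: per-cell ratio of nuclear to cytoplasmic median beta-catenin stain intensity; plate controls were DMSO negative control for no effect and GSK-3 inhibitor IX positive control for full effect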
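Test system: human HeLa cells, native beta-catenin. Compound dosing: 5 µM primary single dose, 0.1% DMSO, 0.02–20 µM confirmation series. Incubation: compound exposure 24 h at 37°C. Detection: beta-catenin immunostaining with DAPI counterstain, 20x imaging, 6 fields/well. Read-out basis: Nuclear/cytoplasmic beta-catenin signal ratio, % activation.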
Yfh1-off respiration = enhancers of respiration in Yfh1-depleted yeast, dose response, Friedreich's ataxia, plus single-dose screen (AID 1465). S. cerevisiae Yfh1-off respiration, WST-1 reduction, 72 h; higher fold induction means a stronger effect. 0.074% of 220,000 active. fold induction at 50 µM, or EC50 in µM where a hit was titrated;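 active = fold induction of absorbance versus untreated yeast above a set limit, then at least 30% activation at any dose in follow-up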;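 note: activators that raise dye reduction in frataxin-depleted yeast; strong numbers were not always called active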
NOD1 inhibition = NOD1 signaling inhibitors, primary screen, cell-based, luminescence, uHTS (AID 1578). NOD1-driven NF-kB luciferase reporter cells, luminescence; higher % means a stronger effect. one-dose inhibition, % at 4 µM; EC50 in µM for titrated hits. 1% of 290,000 active; in the data active = inhibition mostly above about 36%, no sharp cut-off; inactive = mostly below about 34%;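 note: HEK-293T reporter cells stimulated with the NOD1 agonist gamma-tri-DAP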
MT stabilizer = microtubule stabilizers in HeLa cells, primary screen, imaging, high-content imaging. HeLa tubulin immunostaining HCS, 24 h; share of cells brighter than vehicle mean+2SD. % tubulin-high responders, % at 10 µM. 0.83% of 200,000 active. AID 2205, 2009;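 active = plate Z-score above 3 for both tubulin-high and condensed-nucleus cell shares, with cell loss under 80%, at 10 µM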;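 note: anti alpha tubulin signal scored within the nucleus-defined area of each cell; some results filed as inactive read as strong as hits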
Autophagy mod = autophagy modulators in MEF cells, primary screen, imaging, high-content, MEF GFP-LC3. 0.98% of 190,000 active. calls only at 10 µM (by protocol). MEF GFP-LC3 puncta imaging; test concentration mostly 10 µM;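 active = percentage of spot-positive cells more than 3 SD above its plate mean, without a fluorescence outlier flag or 80% toxicity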;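 note: spot-positive cell cutoff set from DMSO-treated cells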
P. falciparum M17LAP = P. falciparum M17LAP inhibitors, primary screen, biochemical, fluorogenic H-Leu-NHMec substrate, 1536-well (AID 1619); Leucine aminopeptidase (Plasmodium falciparum (isolate 3D7)); recombinant M17LAP, H-Leu-NHMec fluorogenic kinetic assay; higher % means a stronger effect; inhibition, % at 30 µM, or IC50 in µM where a hit was titrated; 0.38% of 220,000 active;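 active = compound inhibiting the enzyme by more than half at any dose during confirmatory dose-response retesting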;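 note: plate controls were full reaction with DMSO carrier for no effect and no enzyme background for full effect; strong numbers were not always called active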
HEK293 NOD2/NF-kB = NOD2 signaling inhibitors, cell-based, luminescence, uHTS, HEK293 (AID 1566); HEK293 NOD2/NF-kB luciferase reporter, luminescence; higher % means a stronger effect; inhibition, % at 4 µM, or EC50 in µM where a hit was titrated; 0.63% of 290,000 active; in the data active = inhibition above about 50%; note: many of its hits are not listed in these tables
Insulin prom up = insulin promoter activators in MIN6 cells, imaging, high-content screening, mouse beta cells; z-score at 5 µM; 0.3% of 190,000 active; MIN6 insulin promoter-GFP reporter; stronger effect = higher value;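 active = z-score above 3 at 5 µM with at least 500 cells counted in the well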
Dynein cargo inh cytoplasmic EGFP = second read-out of Dynein cargo inh, no call of its own (marks repeat the call); z-score; measured here: cytoplasmic GR-EGFP intensity; stronger effect = higher value
Dynein cargo inh nuclear GR-EGFP = second read-out of Dynein cargo inh, no call of its own (marks repeat the call); z-score; measured here: nuclear GR-EGFP intensity;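 lower value marks the stronger effect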
Dynein cargo inh cell count = further read-out of Dynein cargo inh, marked with its call; z-score; measured here: cell count per field
Insulin prom up cell count = further read-out of Insulin prom up, marked with its call; cell count; measured here: cytotoxicity, nuclei count;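 total cells summed across four imaged fields per well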
bCat nuc transl cell count 5 µM = recorded beside bCat nuc transl, whose call it bears; cell count; measured here: cell count, cytotoxicity flag
MT stabilizer Hoechst-high % = recorded beside MT stabilizer, whose call it bears; % Hoechst-high responders; measured here: nuclear condensation Hoechst responders;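 share of cells brighter than vehicle mean plus two SD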
MT stabilizer cytotoxicity % = recorded beside MT stabilizer, whose call it bears; toxicity, %; measured here: cytotoxicity by cell density;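 0% = mean cell density of plate MIN control wells and 100% = no cells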
Autophagy mod cell loss 18 h = recorded beside Autophagy mod, whose call it bears; toxicity, %; measured here: cell loss, nuclei count;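 cell loss after 18 h compound exposure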
* hit, by the source's call; i = inactive; x = not tested or not shown; + = active, no number.

smiles	HEK293 NOD2/NF-kB	Dynein cargo inh cell count	MT stabilizer cytotoxicity %	Yfh1-off respiration	bCat nuc transl cell count 5 µM	P. falciparum M17LAP	Autophagy mod cell loss 18 h	NOD1 inhibition	Insulin prom up	bCat nuc transl	MT stabilizer	Autophagy mod	MT stabilizer Hoechst-high %	Dynein cargo inh cytoplasmic EGFP	Dynein cargo inh nuclear GR-EGFP	Dynein cargo inh	Insulin prom up cell count
N#Cc1c2n(c3c(=O)n(Cc4ccccc4Cl)cnc13)CCCCC2	17%	-2	6.1	i	1104	-7%	3	-5%	0.34	3.1	2.3	i	1.4	-0.13	2.5	4.4	1000
COC(=O)C1=CN(CC2CCCO2)C=C(C(=O)OC)C1c1ccccc1C(F)(F)F (stereo not given)	-5%	0.86	4.7	i	1413	-16%	-2	-4%	0.39	2.5	2.2	i	2.2	-0.21	-0.97	-0.76	1679
CCOC(=O)C1=NN(C(=O)Cc2ccccc2)C(O)(C(C)(C)C)C1 (stereo not given)	14%	0.93	4.8	i	1455	x	10	-23%	0.34	0.5	1.2	i	0.8	-0.32	-0.14	-0.74	1567
COc1ccc(OC)c(Nc2nnc(C)c(=O)[nH]2)c1	12%	-0.0093	11	i	1071	0%	-10	-37%	0.68	-2.6	2.0	i	1.7	-0.38	-0.00048	0.12	1614
O=C(Nc1ccon1)c1cc2c(s1)CCCC2	-170%	-0.62	7.0	i	1093	-4%	3	-47%	x	-0.7	2.8	i	2.5	-0.15	0.4	-0.33	x
COc1ccc(C2NC(=O)c3n[nH]c(C)c32)c(OC)c1 (stereo not given)	10%	0.91	3.8	i	1087	0%	x	-12%	-0.63	0.3	7.7	x	2.5	-0.29	-0.45	-0.88	1122
CC1CC(C)CN(C(=O)COC(=O)c2cccc([N+](=O)[O-])c2)C1 (stereo not given)	-7%	-0.92	10	i	1136	-28%	3	-16%	0.52	2.0	4.2	i	2.4	-0.18	0.47	0.44	1012
Nc1ccc2nn(-c3cccc4ccccc34)nc2c1	6%	0.26	12	i	x	0%	-13	6%	x	x	1.9	i	3.1	-0.029	0.037	0.045	x
CCOC(=O)c1[nH]c(C)c(C(=O)NCCN2CCOCC2)c1C	10%	-1.2	2.5	i	x	1%	11	1%	-0.64	x	6.1	i	2.9	0.14	2.4	3.1	892
COC(=O)c1ccc(C(=O)OC)c(NC(=O)c2cnc3n(c2=O)CCS3)c1	21%	0.22	7.4	i	1005	-3%	1	-14%	x	0.9	4.3	i	0.8	-0.029	0.18	-0.17	x
Cc1ccccc1NC(=O)OCc1cccnc1Oc1ccc(Cl)cc1	-5%	0.03	10	i	1132	1%	-5	-29%	-0.13	-0.7	4.5	i	4.7	-0.24	0.23	-0.4	1197
CCSc1cc(C)nc2c(-c3ccccc3)c(C)nn12	8%	0.93	7.0	i	922	8%	-2	-13%	-0.37	4.1	3.6	i	2.4	-0.21	-0.44	-0.5	1023
COc1cccc(CN2CCNC(=O)C2CC(=O)NCCn2cccn2)c1OC (stereo not given)	-2%	-0.78	4.2	i	930	5%	17	-36%	x	0.4	1.2	i	2.1	-0.15	-0.43	-0.72	x
CCC(C)NC(=O)CNC(=S)N(Cc1ccccc1F)C1CCCCC1 (stereo not given)	9%	1.2	7.7	i	943	0%	18	-33%	x	-5.1	3.8	i	2.9	-0.33	0.094	-0.36	x
Cc1cccc(NC(=S)NCCc2ccccc2)n1	16%	1.1	3.8	i	1060	-4%	9	-27%	-0.25	-0.8	2.2	i	2.1	-0.24	-0.029	-0.39	1557

Quoted from the listing:
MT stabilizer Hoechst-high % with CCC(C)NC(=O)CNC(=S)N(Cc1ccccc1F)C1CCCCC1 (stereo not given) stands at 2.9
Dynein cargo inh cell count with CCOC(=O)c1[nH]c(C)c(C(=O)NCCN2CCOCC2)c1C stands at -1.2

Other entries
smiles	HEK293 NOD2/NF-kB	Dynein cargo inh cell count	MT stabilizer cytotoxicity %	Yfh1-off respiration	bCat nuc transl cell count 5 µM	P. falciparum M17LAP	Autophagy mod cell loss 18 h	NOD1 inhibition	Insulin prom up	bCat nuc transl	MT stabilizer	Autophagy mod	MT stabilizer Hoechst-high %	Dynein cargo inh cytoplasmic EGFP	Dynein cargo inh nuclear GR-EGFP	Dynein cargo inh	Insulin prom up cell count
NC(=O)Cc1ccc(C(=O)c2ccccc2F)s1	15%	-0.21	7.5	i	1130	10%	23	-16%	0.23	1.5	2.3	i	2.0	-0.22	0.44	1	1290
O=C(NCc1ccccc1)c1ccc(CS(=O)(=O)Cc2ccccc2F)o1	7%	-0.55	1.8	i	x	8%	3	46%	0.99	x	4.4	i	2.6	-0.24	0.14	0.061	1182
CCOC(=O)c1c(NC(=O)C2c3ccccc3Oc3ccccc32)sc(C(N)=O)c1C	8%	0.044	2.5	x	1306	0%	-3	4%	-0.7	-6.7	2.8	i	2.9	0.18	0.21	-0.47	948
O=S(=O)(Nc1ccc(-n2cccc2)cc1)c1ccc(Cl)c(Cl)c1	12%	-0.042	x	i	1046	-2%	x	11%	0.25	1.4	x	x	x	-0.21	-0.099	-0.26	1445
CC(C)Nc1nc(N)c(C(=O)C23CC4CC(CC(C4)C2)C3)s1	16%	-0.06	x	i	1287	6%	x	3%	-0.89	-0.1	x	x	x	0.28	1	0.89	1060
CCOC(=O)C1=C(C)NC(=O)C(C(N)=O)C12CCCC2 (stereo not given)	18%	0.59	8.3	i	1301	13%	4	-2%	x	-17	1.6	i	1.3	-0.14	-0.34	-0.57	x
Cc1cccc(N=C2NC(=O)c3cc([N+](=O)[O-])ccc32)c1	20%	-0.049	4.9	i	1047	3%	5	-20%	-0.21	0.9	3.9	i	3.4	-0.33	-0.59	-0.77	1175
Cc1ccc(NC(=O)CN(C)C(=O)CCOc2cccc(C)c2)cc1	5%	-0.51	2.5	i	1177	4%	39	-40%	0.04	-1.0	4.8	i	4.0	-0.21	0.25	-0.032	1497
CC1CCC(N2CCNCC2)CC1 (stereo not given)	7%	1.3	7.8	i	1048	17%	-8	-31%	0.44	1.3	1.6	i	2.3	-0.37	-0.24	-0.43	1560
c1csc(C(c2nnnn2C2CCCCC2)N2CCCC3(CCCCC3)C2)c1 (stereo not given)	6%	0.17	7.2	x	420	12%	9	-15%	x	4.3	2.5	i	2.7	-0.25	-0.44	-0.72	x
COC(=O)c1ccccc1NC(=O)c1ccc(COc2cccc3ccccc23)o1	-17%	0.23	5.9	i	1103	0%	6	-22%	-1	-0.2	1.3	i	1.9	1	-0.2	-0.29	879
CCNC(=O)OCC(CC)NC(=O)OCC(C)C (stereo not given)	13%	-0.32	3.8	i	1237	15%	-3	-13%	-0.39	-2.8	3.6	i	2.0	-0.23	0.2	0.45	947
CC(=O)c1cccc(NC(=O)CCS(=O)(=O)c2ccc(Br)s2)c1	-13%	1.3	8.3	i	960	11%	-9	-47%	0.08	2.4	5.0	i	1.4	-0.013	-0.53	-0.49	1482
CCNC(=O)/C=C1\NC(C)(C)Cc2c1ccc1ccccc21	1%	0.68	6.9	i	1257	-2%	-1	6%	x	-2.7	1.8	i	1.8	0.0081	-0.42	-1.3	x
O=C(NCCCc1ccccc1)Nc1cccc(Cl)c1	-48%	0.1	5.2	i	1034	9%	-2	10%	0.25	1.5	4.1	i	2.0	-0.24	-0.41	-0.46	1269
COc1ccc(Cl)c(N2CCN(CCCNC(=O)Nc3ccc(C)cc3)CC2)c1	-24%	-2.2	5.6	x	1049	15%	-5.7*	-54%	-1.1	-0.9	3.9	+	2.1	-0.14	0.29	0.64	1212
OCCNCCOc1ccccc1-c1ccccc1	7%	1.1	6.8	i	1180	-3%	35	1%	-0.91	-2.6	2.5	i	1.1	-0.025	0.88	0.39	982

Among those listed so far, 4 contain an aryl methoxy group:
smiles	HEK293 NOD2/NF-kB	Dynein cargo inh cell count	MT stabilizer cytotoxicity %	Yfh1-off respiration	bCat nuc transl cell count 5 µM	P. falciparum M17LAP	Autophagy mod cell loss 18 h	NOD1 inhibition	Insulin prom up	bCat nuc transl	MT stabilizer	Autophagy mod	MT stabilizer Hoechst-high %	Dynein cargo inh cytoplasmic EGFP	Dynein cargo inh nuclear GR-EGFP	Dynein cargo inh	Insulin prom up cell count
COc1ccc(OC)c(Nc2nnc(C)c(=O)[nH]2)c1	12%	-0.0093	11	i	1071	0%	-10	-37%	0.68	-2.6	2.0	i	1.7	-0.38	-0.00048	0.12	1614
COc1ccc(C2NC(=O)c3n[nH]c(C)c32)c(OC)c1 (stereo not given)	10%	0.91	3.8	i	1087	0%	x	-12%	-0.63	0.3	7.7	x	2.5	-0.29	-0.45	-0.88	1122
COc1cccc(CN2CCNC(=O)C2CC(=O)NCCn2cccn2)c1OC (stereo not given)	-2%	-0.78	4.2	i	930	5%	17	-36%	x	0.4	1.2	i	2.1	-0.15	-0.43	-0.72	x
COc1ccc(Cl)c(N2CCN(CCCNC(=O)Nc3ccc(C)cc3)CC2)c1	-24%	-2.2	5.6	x	1049	15%	-5.7*	-54%	-1.1	-0.9	3.9	+	2.1	-0.14	0.29	0.64	1212

Assay outcomes: PubChem BioAssay, several laboratories

An excerpt (hit frequency here may not be typical).
